ELG1 genotoxic – induces genotoxicity in HEK293T cells with luciferase-tagged ELG1. HEK293T ELG1-luciferase reporter, luminescence, 16 h. Potency, µM (series often up to 46 µM), for inactives: at the top dose activity change, positive = activation, usual class: activators. 330,000 tested, 1.3% active; note: % of control where 0% means no effect; nearly all actives have a fitted effect of over 60% in size
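HEK293T cells expressing luciferase-tagged ELG1 were treated with compound or DMSO for 16 hr at 37°C. Luciferase activity was then read after 30 min with ONE-Glo at room temperature; rising signal flags genetic stress.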
uPA generation – cell surface uPA generation inhibition; Potency, µM (doses to about 38.3 µM), without a hit: at the top dose activity change, negative = inhibition, hits mostly inhibitors; AID 540303; cell surface uPA generation assay, qHTS; 330,000 tested, 0.31% active; active = well fitted inhibition curve with a large enough effect; inconclusive = small, poorly fitted or top-dose-only effect; inactive = no such curve, though single readings can be large or run the other way; tested in mouse RAW 264.7 cells; note: % is set by controls: 0 for no effect and ±100 for the full control effect; nearly all actives have a fitted effect of over 55% in size
RORg inh – ROR gamma (mouse) transcription inhibition. Drosophila S2 Gal4-RORgamma UAS-luciferase reporter, 20 h. P51450. AID 2551. 310,000 tested, 5.4% active. Potency, µM (top dose mostly 53.6 µM), inactives show top-dose activity change, negative = inhibition, usual class: inhibitors; note: % is set by controls: 0 for no effect and ±100 for the full control effect; nearly all actives have a fitted effect of over 60% in size
Target sequence (P51450 whole entry, looked up, the tested form may be a part): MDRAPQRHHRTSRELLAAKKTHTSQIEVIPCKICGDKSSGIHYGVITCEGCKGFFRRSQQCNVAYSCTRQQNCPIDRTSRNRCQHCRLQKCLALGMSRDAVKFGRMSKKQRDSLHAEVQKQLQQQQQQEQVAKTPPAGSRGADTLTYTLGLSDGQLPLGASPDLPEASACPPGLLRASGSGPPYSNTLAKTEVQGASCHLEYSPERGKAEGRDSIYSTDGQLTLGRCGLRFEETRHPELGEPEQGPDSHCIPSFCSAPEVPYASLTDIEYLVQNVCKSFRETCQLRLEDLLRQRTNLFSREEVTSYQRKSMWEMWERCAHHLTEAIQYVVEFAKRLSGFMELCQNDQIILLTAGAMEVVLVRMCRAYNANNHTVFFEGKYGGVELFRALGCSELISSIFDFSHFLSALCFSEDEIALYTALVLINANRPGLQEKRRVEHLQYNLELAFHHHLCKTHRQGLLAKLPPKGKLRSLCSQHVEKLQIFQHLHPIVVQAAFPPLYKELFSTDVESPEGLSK
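Compounds are pin-transferred onto Drosophila Schneider cells expressing a copper-inducible Gal4–ROR gamma transactivation domain fusion. After 1 hr, copper sulfate is added to 700 uM final; luciferase is read 20 hr later.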
BRCA1 expr up – activators of BRCA1 expression; MCF7-BRCA1-FFLuc reporter, luminescence, 48 h; response scale: scaled: vehicle 0%, 10 µM genistein 100%; Potency, µM (top dose mostly 46.1 µM), for the others: top-dose activation, hits mostly activators; 380,000 tested, 1.1% active; AID 624202; note: nearly all actives have a fitted effect of over 80% in size; some results filed as inactive show a strong effect at the top dose
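Quantitative HTS in MCF7 cells stably reporting BRCA1 expression via firefly luciferase. Compound treatment lasts 48 h at 37 °C in phenol-red free MEM. Activation is expressed relative to genistein at 10 microM and DMSO.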
MBNL1-CUG inh – inhibitors of human MBNL1 binding to CUG repeat RNA. Q9NR56. TR-FRET MBNL1-His/biotin-(CUG)12 binding, 665/545 ratio. Potency, µM (top dose mostly 57.5 µM), inactives show top-dose activity change, negative = inhibition, usual class: inhibitors. 280,000 tested, 0.036% active; active = well fitted inhibition curve with a large enough effect in the signal ratio, with a control signal flat, not every such curve was filed as active; inconclusive = small, poorly fitted or top-dose-only effect, or effect the other way, or a change in a side signal; inactive = no such curve, though single readings can be large or run the other way; the % refers to the signal ratio; note: % is set by controls: 0 for no effect and ±100 for the full control effect
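Inhibition of protein-RNA binding appears as loss of TR-FRET between terbium anti-His antibody on MBNL1-His and streptavidin-XL665 on biotin-(CUG)12. Activity is normalized to buffer-only and uninhibited-complex controls.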
FLuc counter – counter-screen for miR-21 project: firefly luciferase inhibitors or activators; P08659; purified FLuc, Km substrates, luminescence inhibition; Potency, µM (highest dose often 57.5 µM), for inactives: at the highest dose activity change, negative = inhibition, hits mostly inhibitors; 360,000 tested, 6.9% active; AID 588342;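 note: plate controls were vehicle for no effect and reference inhibitor for full effect; nearly all actives have a fitted effect of over 55% in size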
Target sequence (P08659 whole entry, looked up): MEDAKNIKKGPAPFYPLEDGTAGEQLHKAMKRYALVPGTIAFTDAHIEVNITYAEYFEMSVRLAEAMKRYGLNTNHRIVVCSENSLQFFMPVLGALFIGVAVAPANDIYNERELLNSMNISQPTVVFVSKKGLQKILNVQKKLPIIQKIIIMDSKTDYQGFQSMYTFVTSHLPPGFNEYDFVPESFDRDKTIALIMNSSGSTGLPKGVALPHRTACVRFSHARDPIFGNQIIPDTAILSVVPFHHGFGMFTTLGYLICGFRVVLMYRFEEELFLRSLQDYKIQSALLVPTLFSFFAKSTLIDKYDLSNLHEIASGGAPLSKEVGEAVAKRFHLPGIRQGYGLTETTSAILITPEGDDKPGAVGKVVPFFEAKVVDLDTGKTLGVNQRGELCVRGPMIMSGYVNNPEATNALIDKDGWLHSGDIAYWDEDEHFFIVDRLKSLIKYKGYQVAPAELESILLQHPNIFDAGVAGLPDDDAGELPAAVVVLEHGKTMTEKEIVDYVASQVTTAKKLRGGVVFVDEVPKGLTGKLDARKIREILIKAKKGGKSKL
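Purified P. pyralis luciferase (10nM final) with 10uM D-luciferin and 10uM ATP (Km levels) in 50mM Tris acetate pH 7.5, 10mM Mg acetate, 0.01% Tween-20, 0.05% BSA; qHTS 6-point titration, ~60 µM downward; luminescence read.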
NPC1 prom act – activators of NPC1 promoter; Huh7 NPC1 promoter luciferase reporter, 24 h; Potency, µM (doses to about 9.22 µM), for inactives: at the highest dose activation, most hits filed as activators; AID 485313; 320,000 tested, 2.4% active;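 note: % of control where 0% means no effect; nearly all actives have a fitted effect of over 60% in size; reporter is driven by a mutant NPC1 promoter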
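In 1536-well qHTS, Huh7 cells harboring an NPC1 promoter–luciferase construct received compound for 24 h; activation was quantified by luminescence following luciferase reagent addition.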
Rab9 promoter act – activates the Rab9 promoter. Huh7 Rab9 promoter-luciferase reporter, luminescence, 24 h. Potency, µM (highest dose often 9.22 µM), inactives show at the highest dose activation, negative = inhibition, most hits filed as activators. 320,000 tested, 2.8% active; note: % of control where 0% means no effect; nearly all actives have a fitted effect of over 60% in size
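Measured in stably transfected Huh7 cells bearing a Rab9 promoter–luciferase construct: 24 h compound treatment at 37 °C, followed by luminescence detection.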
VP16 counter – counter-screen for ROR gamma inhibitors: Gal4-VP16 reporter | Drosophila S2 Gal4-VP16 UAS-luciferase, luminescence, 20 h | Potency, µM (series often up to 53.6 µM), for the others: at the top dose activity, negative = inhibition, most hits filed as inhibitors | 310,000 tested, 3.5% active;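 note: Gal4-VP16 expression switched on by copper sulfate through the metallothionein promoter; % is set by controls: 0 for no effect and ±100 for the full control effect; nearly all actives have a fitted effect of over 50% in size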
p53 reactivation – mutant p53 re-activation in reporter cells; Potency, µM (highest dose often 92.2 µM), inactives show at the highest dose activity change, positive = activation, most hits filed as activators; 320,000 tested, 0.063% active; H1299 p53-A138V BP100-luciferase reporter, luminescence, 24 h; note: % of control where 0% means no effect; nearly all actives have a fitted effect of over 45% in size
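p53-null H1299 cells stably carrying temperature-sensitive p53-A138V and a BP100-luciferase reporter were pinned with compounds (4-point, 1:5 series) and held 24 hrs at 37 deg C. Luminescence was read 10 min after detection reagent.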
* = called active by the depositor; u = inconclusive; x = no result given; [ ] = dose if it differs, or a comment. Unless noted, calls come from the whole dose curve; as a rule, active = well fitted curve in the direction sought with a large enough effect; inconclusive = small, poorly fitted or top-dose-only effect, or another doubt; inactive = no such curve, though single readings can be large; an effect the other way counts as inactive or inconclusive. Potency is the fitted concentration of half-maximal effect.

SMILES | ELG1 genotoxic | uPA generation | RORg inh | BRCA1 expr up | MBNL1-CUG inh | FLuc counter | NPC1 prom act | Rab9 promoter act | VP16 counter | p53 reactivation
c1ccc2sc(N3CCCN(Cc4nc(-c5cnccn5)no4)CC3)nc2c1 | -9.1% | -4.5% | 19.6% | -6.0% | -17.6% | 4.2% | -1.0% | -21.7% | -12.3% | -4.3%
O/N=C/c1cn(-c2ccccc2)nc1-c1ccc2c(c1)OCCO2 | 8.6% | 13.1% | 39.7% | 24.6% | 6.7% | u | 13.2% | 10.4% | -3.5% | -3.8%
Cc1ccc(N2C(=O)[C@@H]3[C@H](C2=O)[C@H]2C=CC=NN2[C@@H]3C(=O)Nc2ccc(Cl)cc2)cc1 | 1.1% | 5.5% | 10µM* | -22.8% | u | u | -1.1% | 9.6% | u | -22.5%
COc1ccc(C(=O)N=C2CCC(C#N)=C3c4cc(OC)c(OC)cc4CCN23)cc1 | 4.6% | -87.0% | -3.1% | -4.7% | 9.1% | 0.5% | -1.6% | -2.9% | 1.7% | -11.1%
C/C(CC(=O)NCc1ccccc1Cl)=N/NC(=O)c1ccccn1 | 9.5% | -6.1% | 0.9% | 20.0% | 4.6% | 2.5% | -1.8% | -3.8% | 9.6% | u
O=C(NCc1cccc(C(F)(F)F)c1)c1ccc2c(c1)OCO2 | 3.4% | -1.2% | x | 4.5% | -0.7% | -9.9% | 12.4% | 6.2% | x | x
COc1cc(NC(=O)c2ccc(CNc3c(N4CCOCC4)c(=O)c3=O)cc2)cc(OC)c1 | 6.1% | -3.6% | -1.0% | 4.1% | -7.5% | 1.2% | 2.0% | -5.8% | 9.4% | -3.6%
O=C1CC(NS(=O)(=O)c2cccs2)CN1c1ccc(F)cc1 (stereo not drawn) | -4.1% | -0.2% | x | 5.9% | x | 3.0% | 1.7% | 0.5% | x | 3.7%
Cc1ccc(S(=O)(=O)N2CCC3(CC2)OCCN3S(=O)(=O)c2cccs2)cc1 | -2.1% | -7.8% | x | -18.3% | x | 3.4% | -3.7% | 1.7% | x | -8.4%
Cc1cc(NC(=O)CSCCO)no1 | -1.8% | 1.6% | -18.0% | -0.3% | 7.0% | 0.6% | -0.2% | 0.1% | -6.5% | 0.8%
CCOC(=O)C1(CCc2ccccc2)CCN(Cc2ccc(O)cc2)CC1 | -8.9% | u | 8.8% | -31.2% | -6.6% | 9.7% | -1.5% | -16.2% | -3.5% | -1.8%
CNC(=O)N(C1=NCCCCC1)c1ccc(Br)cc1 | -2.6% | 1.2% | -0.4% | -18.3% | 5.5% | 3.2% | -2.7% | -1.7% | -0.5% | -3.8%
CC1(OC(=O)CCc2ccccc2)C(=O)C=C2C=C(c3ccc(C#N)cc3)N(CCc3c[nH]c4ccccc34)C=C2C1=O (stereo not drawn) | -2.3% | 0.7% | -12.4% | -5.4% | 24.0% | 0.6% | 1.0% | -9.9% | 2.9% | 4.0%
COCCNC(=O)CN(c1ccc(OC)c(OC)c1)S(=O)(=O)c1ccc(C)cc1 | 1.9% | -1.0% | 34.2% | -7.6% | -0.8% | 0.9% | 5.0% | 0.7% | 2.5% | 1.2%
COC(=O)C1CCN(C(=O)c2ccc(Cl)c(S(=O)(=O)NCc3cccnc3)c2)CC1 | -0.1% | x | 5.8% | -0.2% | -3.4% | -0.7% | -2.3% | 7.8% | 3.5% | -2.3%
COc1cccc2c1C(=O)c1ccc3ccccc3c1C2=O | 12.6µM* | -6.4% | u | 12.1% | u | 1.9µM* | 17.8% | u | 10.8% | 3.7%
Cc1ccc(C(=O)Nc2ccc(Br)cc2)cc1S(=O)(=O)Nc1ccccn1 | -4.5% | 1.1% | 4.4% | -17.4% | -0.6% | 1.1% | 3.4% | 9.2% | -14.3% | 4.2%
CCn1nnc(NC(=O)C(C)(c2ccccc2)c2ccccc2)n1 | 2.2% | x | -1.0% | 9.6% | 5.1% | -0.2% | -0.6% | -9.7% | -0.7% | -3.3%
Cc1ccc(CCn2c3c(c4ccccc42)CN(C)CC3)cn1 | -7.1% | -2.6% | -2.7% | 0.5% | -10.6% | 1.7%[2.3 µM] | -1.1% | -0.7% | -5.4% | 1.2%
Clc1ccc(COc2ccccc2-c2ccnc3ncnn23)cc1 | u | 7.9% | -13.5% | 11.2µM* | 1.2% | u | 17.5% | 15.4% | 12.0% | 9.0%
O=C(CSc1nnc(-c2ccco2)o1)Nc1ccccc1Cl | 15.4% | -2.7% | 0.4% | 32.0% | 2.6% | 0.6% | 12.2% | 11.1% | 21.6% | 23.7%
COc1ccc(CCNC(=O)CSc2nnc(-c3ccc(F)cc3)o2)cc1OC | -0.1% | -4.7% | 18.3% | -25.9% | -5.3% | 5.4% | -5.1% | -0.9% | 1.2% | -2.7%
CC(CCc1ccccc1)NC(=O)Cc1ccccc1 (stereo not drawn) | -0.3% | 3.3% | 4.0% | -4.7% | 0.0% | 0.8% | 0.1% | -2.1% | 14.0% | -1.7%
NNC(=O)c1ccc2nc(-c3ccc(Br)cc3)cn2c1 | u | -4.9% | 11.2µM* | -77.9%[inhibitor] | x | 9.53µM* | 0.398µM* | 0.501µM* | u | 15.9%
O=S1(=O)N=C(N2CCN(c3ccc(F)cc3)CC2)c2ccccc21 | u | x | 14.2% | 45.2% | -2.6% | -4.5% | 18.8% | 22.1% | 3.4% | 1.6%
CCN(CC)C(=O)CSc1nc(O)c(Cc2ccccc2)c(=O)n1-c1ccc(C)cc1 | -0.6% | -8.8% | 17.2% | -0.9% | x | -2.0% | -2.3% | -0.7% | -11.1% | -7.8%
CC1Cc2nc(SCC(=O)NC3CCCCC3)n(C)c(=O)c2S1 (stereo not drawn) | -0.9% | -6.4% | 3.7%[0.365 µM] | -22.8% | 3.0% | 6.6% | -2.9% | -2.3% | x | -12.2%
Cc1ccc(S(=O)(=O)N(C)c2ccc(OCC(=O)NCc3ccco3)cc2)cc1 | -1.3% | -3.3% | 24.2% | 1.1%[1.84 µM] | -1.7% | -0.3% | 9.3% | -1.5% | 10.4% | 0.8%
Cc1cc(SCC(=O)N/N=C/c2ccc(O)cc2O)c(C)cc1Br | u | -9.2% | u | -79.5% | 0.0% | -0.3% | -22.9% | -21.6% | -0.1% | 12.3%
Cc1cc(C)n(-c2ncccc2[N+](=O)[O-])n1 | -0.2% | -1.3% | 3.6% | -13.5% | x | 0.9% | -0.3% | -4.7% | -1.3% | 1.6%
Cc1ccc2c(C)c(C(=O)N3CCN(Cc4ccc5c(c4)OCO5)CC3)oc2c1C | 17.3% | 1.9% | u | 23.6% | -0.3% | 23.9µM* | u | u | 22.8% | u
COc1ccc(OCC(=O)N/N=C/C=C/c2ccccc2)cc1 | 7.4% | -8.4% | -12.3% | 11.8% | 25.0% | 4.78µM* | 0.7% | -4.2% | -5.5% | 14.6%
CCOC(=O)C(=O)NNc1ccc(F)cc1 | 0.6% | -3.0% | 5.5% | -19.8% | -4.6% | -1.5% | -0.5% | 0.3% | -0.4% | 6.3%
CC(=O)c1cccc(NC(=O)CSc2nc(C3CC3)nc3ccccc23)c1 | -18.8% | -4.8% | 27.6% | -17.0% | 5.5% | -3.4% | -4.2% | 0.0% | 16.3% | 5.1%
CCCCN(C(=O)CSc1nnc(-c2ccccc2)o1)c1c(N)n(CCC)c(=O)[nH]c1=O | 9.7% | -13.2% | x | 28.9% | x | 3.5% | 3.8% | -3.1% | x | 4.3%
O=C(NCc1cccnc1)Nc1ccccc1C(F)(F)F | 0.6% | 12.8% | -30.3% | 1.6% | -8.6% | -0.5% | -1.5% | -2.3% | 2.2% | -2.5%
CCCCc1ccc(NC(=O)CN2NS(=O)(=O)c3ccccc3C2=O)cc1 | -4.5% | 3.4% | 24.9% | 0.0% | -1.0% | 2.5% | -1.5% | -5.5% | 0.0% | 6.8%
FC(F)(F)c1nc2ccccc2nc1N/N=C/c1ccc(Cl)cc1 | -2.1% | -4.1% | 5.62µM* | -51.9% | 9.3% | u | 0.0% | 3.6% | 10µM* | -2.5%
Fc1ccc(/C=N/Nc2cc(N3CCOCC3)ncn2)cc1 | 16.6% | 13.7% | u | u | -2.9% | u | u | u | u | 4.3%
C[C@H](CO)N1C[C@H](C)[C@@H](CN(C)C(=O)Nc2ccccc2)Oc2c(NS(=O)(=O)c3ccccc3)cccc2C1=O | 6.0% | 43.5%[activator] | x | 8.0% | x | x | x | x | x | -3.7%
CCN(C(=O)COC(=O)/C=C/c1ccc(C)o1)c1c(N)n(Cc2ccccc2)c(=O)[nH]c1=O | -1.2% | 4.5% | x | -8.7% | x | -0.5% | -2.1% | 1.8% | x | -4.2%

Source: PubChem BioAssay (National Center for Advancing Translational Sciences (NCATS))
